# Assay outcomes (PubChem BioAssay)
# STK33 inh – inhibitors of purified STK33 kinase, primary screen, biochemical, ADP-Glo luminescence, homogeneous, cell-free; Serine/threonine-protein kinase 33 (Homo sapiens), Q9BYT3; 0.073% of 320,000 active; MBP phosphorylation; inhibition, % at 10 µM;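 active means inhibition at or above 25%, using the most active replicate where run in duplicate; inactive means inhibition below 25%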
# KCNQ2 inh – KCNQ2 potassium channel inhibitors, primary screen, cell-based, CHO-K1, FluxOR thallium flux, B-score (AID 2156); B-score at 10 µM; 1.1% of 310,000 active; 20 min; active compounds read low;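 active means fluorescence ratio B-score at most minus 3 library SDs, with starting brightness B-score within 2 library SDs, cut at about -5.5 in these data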
# Target sequence (O88943 whole entry, looked up): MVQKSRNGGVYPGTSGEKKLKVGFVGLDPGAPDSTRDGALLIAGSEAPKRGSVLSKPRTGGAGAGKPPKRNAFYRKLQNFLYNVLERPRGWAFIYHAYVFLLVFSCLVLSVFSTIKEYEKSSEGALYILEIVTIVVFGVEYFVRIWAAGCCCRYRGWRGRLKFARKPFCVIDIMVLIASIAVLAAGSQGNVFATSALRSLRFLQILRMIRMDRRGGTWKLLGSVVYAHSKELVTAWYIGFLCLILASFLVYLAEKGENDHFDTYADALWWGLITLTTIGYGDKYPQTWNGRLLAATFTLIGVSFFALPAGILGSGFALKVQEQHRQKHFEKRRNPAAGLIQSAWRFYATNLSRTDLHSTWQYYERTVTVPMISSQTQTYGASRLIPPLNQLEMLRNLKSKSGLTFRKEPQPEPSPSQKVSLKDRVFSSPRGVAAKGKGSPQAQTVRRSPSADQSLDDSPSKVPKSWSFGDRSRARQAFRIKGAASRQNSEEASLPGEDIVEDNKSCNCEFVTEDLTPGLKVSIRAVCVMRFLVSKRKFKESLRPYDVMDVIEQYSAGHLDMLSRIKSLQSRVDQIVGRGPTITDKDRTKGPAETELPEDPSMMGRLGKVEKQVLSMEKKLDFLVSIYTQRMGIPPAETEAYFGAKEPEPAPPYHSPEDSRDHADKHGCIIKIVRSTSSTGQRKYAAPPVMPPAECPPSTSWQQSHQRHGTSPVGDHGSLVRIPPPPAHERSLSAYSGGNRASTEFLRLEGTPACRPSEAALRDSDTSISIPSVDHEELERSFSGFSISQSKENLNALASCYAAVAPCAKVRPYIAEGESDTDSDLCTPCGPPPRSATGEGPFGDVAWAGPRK
# OX1R antag – antagonists of human orexin 1 receptor (OX1R). Orexin/Hypocretin receptor type 1 (Homo sapiens), O43613. OX1R-expressing cells, FRET antagonist read-out. inhibition, % at 6.6 µM. 1.8% of 330,000 active; in the data active means inhibition mostly above about 38%, no sharp cut-off; inactive means mostly below about 40%;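 further: 0% = agonist challenge alone and 100% = reference antagonist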
# Active calls of the source: *; i = inactive; . = no result given.
OX1R antag	KCNQ2 inh	STK33 inh	Compound
1	i	1.3	CCOC(=O)c1c(NC(=O)c2ccc(Br)o2)sc2c1CCCC2
14	i	-0.1	COc1ccc(/C=C2/C(=O)N(Cc3ccccc3)N=C2C)cc1
7	i	0.6	CC(=O)c1cnc2nc(SCc3ccc(C)cc3)nn2c1C
19	i	0.8	c1ccc2c(c1)ccc1nnc(SCc3ccc4c(c3)OCO4)n12
9	i	-1.2	N#Cc1cc(C(=O)c2cc(Br)ccc2O)cn(Cc2ccccc2)c1=O
22	i	-1.0	COCCN(CCOC)c1nc(N)c2c(N)nc3c(c2c1C#N)CC(=O)N3Cc1ccc(Cl)cc1
10	i	0.4	Cc1ccc2oc(NC(=O)N3CCOCC3)cc(=O)c2c1
7	i	-0.5	CCOC(=O)C1CCN(Cc2cnc(Oc3ccc(Cl)cc3C)s2)CC1
21	i	0.4	CCCSc1nc(N)nc(-c2cccs2)c1C#N
6	i	-1.7	CCN(CC)CCCNc1cc2n(c(=O)n1)CCc1cc(OC)c(OC)cc1-2
13	i	1.4	O=C(Nc1c(C(=O)O)[nH]c2ccccc12)c1cccc(C(F)(F)F)c1
12	i	0.4	CCC(=O)Nc1ccc(C(=O)CSc2nnc(-c3cccnc3)o2)cc1
13	.	-1.8	Cc1cccc(NC(=O)C(C)Oc2ccc(C)nc2[N+](=O)[O-])c1 (stereo not given)
9	i	0.5	COc1cccc(C(=O)O/N=C(\N)c2ccncc2)c1OC
13	i	0.1	COC(OC)C12c3ccccc3C(c3ccccc31)C1C(=O)N(c3cccnc3)C(=O)C12 (stereo not given)
24	i	-1.0	C/C(CC(=O)NCc1ccc(Cl)cc1)=N\NC(=O)COc1ccc(C)cc1Br
18	i	0.0	C#CCOCCOCCOCCNc1nc(N2CCOCC2)nc(N2CCN(C(=O)[C@H]([C@@H](C)CC)n3cc([C@@H](N)CO)nn3)CC2)n1
10	i	1.3	O=C(NCCc1csc(-c2cccnc2)n1)c1cccs1
.	i	-0.7	COc1ccc(C(=O)NC2=NCCS2)c(OC)c1
12	i	-0.3	Cc1ccc(NC(=O)CN(C)C(=O)c2cccnc2Nc2cccc(C(F)(F)F)c2)cc1
9	i	-0.2	Cc1ccc(NC(=O)COC(=O)c2ccc3c(c2)C(=O)N(CCc2ccccc2)C3=O)c(C)c1
145*	i	-0.6	CCOC(=O)c1nn(-c2ccccc2)c(=O)c(C#N)c1C
4	i	-1.7	CCN(CC(=O)NCCc1ccccc1)S(=O)(=O)c1ccccc1
45	-11*	-2.0	Cn1c(C(=O)N2CCc3ccccc3C2)cc2oc3ccccc3c21
16	i	0.0	Cc1csc(NC(=O)CSc2nncs2)n1
2	i	-1.9	O=C(NC(Nc1ncccn1)C(=O)c1ccccc1)c1ccccc1 (stereo not given)
40	i	0.2	COc1ccc(/C=C(/NC(=O)c2ccc([N+](=O)[O-])cc2)C(=O)NC(C)(C)C)cc1
13	i	-2.6	Cc1ccc(C)c(OCCCC(C)(C)C(=O)O)c1
2	i	-0.3	CCn1c2c(c(=N)c3c1CCC3)CCC2
10	i	3.8	Cc1ccc(CN2CCC(CNC(=O)C3CCCN(c4ncnc5c4nc4n5CCCCC4)C3)CC2)cc1 (stereo not given)
11	i	-0.5	Cc1ccc(-c2csc(NC(=O)CSc3nc4ccccc4c(=O)n3CCCN(C)C)n2)cc1
20	i	-0.4	CCOC(=O)/C=c1\s/c(=C\c2ccc(C(=O)OC)cc2)c(=O)n1CC(=O)Nc1ccccc1
19	i	0.4	COc1ccc(N2CCN(S(=O)(=O)CCNC(=O)c3cccs3)CC2)cc1
4	i	-0.9	Cc1[nH]n(CCC#N)c(=O)c1CC(=O)N1CCN(c2ccccc2)CC1
12	i	-1.1	Cc1ccc(NCc2nnc(SCC(=O)Nc3nnc(C)s3)n2C)cc1
44	i	-0.8	O=C(Nc1nccs1)c1cn(-c2ccccc2)nc1-c1ccccc1
5	i	0.1	CCCn1nnnc1SCC(=O)NC1CCCC1
8	i	-0.4	CCOC(=O)c1ccc(N2C(=O)CC(N3CCC(C(=O)OCC)CC3)C2=O)cc1 (stereo not given)
-1	i	-1.2	O=Cc1cc2ccccc2nc1SCc1ccc(Cl)cc1
7	i	0.7	CCOc1ccc(NC(=O)NCCN2C(C)CCCC2C)cc1 (stereo not given)
35	i	-0.3	CCC(=O)N(CCC1(C(C)C)CCOC(C)(C)C1)C(C)c1cccs1 (stereo not given)
32	i	0.3	Cc1ccccc1NC1=NC2(CCCC2)N=C(N)N1
31	i	1.4	CC(NC(=O)COc1ccccc1)C(c1cccs1)N1CCCC1 (stereo not given)
22	i	-0.8	COc1ccc(-c2[nH]ncc2CN(C)Cc2ccccn2)c(OC)c1
21	i	-0.2	O=C(COC(=O)c1cccc(N2C(=O)c3ccccc3C2=O)c1)Nc1ccccc1
12	i	-3.4	CCOc1ccc(Br)cc1/C(C)=N\NC1=NCCN1
14	i	-0.5	COc1ccc(Cn2nnc(C(=O)Nc3ccc(F)cc3)c2N)cc1
7	.	1.6	Cc1ccc(S(=O)(=O)N[C@@H](Cc2ccccc2)C(=O)CCl)cc1
-1	.	0.0	CN(C)S(=O)(=O)c1ccc(N2CCCC2)c(C(=O)NNC(=O)c2ccccc2)c1
2	i	-1.7	C/C(=C/C(=O)O)C(=O)Nc1cccc(C(F)(F)F)c1
5	i	2.1	CCc1n[nH]c(=S)n1/N=C/c1ccc2c(c1)OCO2
11	i	0.6	CCc1noc(C)c1C(=O)Nc1nc(-c2ccc(Cl)cc2Cl)c(C)s1
12	i	-0.8	COc1cccc(NC(=O)CN(C)C(=O)c2cccc(S(=O)(=O)N3CCN(c4ccccc4)CC3)c2)c1
60	i	0.5	COc1ccc(C(=O)NC(=S)Nc2cccc3ncccc23)cc1[N+](=O)[O-]
9	i	2.2	CC(=O)c1ccccc1NS(=O)(=O)c1cccc2nsnc12
33	i	-0.3	Cc1ccc(NC(=O)CSCC(=O)Nc2cc(C(F)(F)F)ccc2N2CCOCC2)cc1
20	i	-1.7	COc1ccc(NC(=O)Cn2nnc(-c3ccc(CN4CCOCC4)cc3)n2)c(OC)c1
4	.	-2.5	COc1ccc([C@H]2CC(=O)C=C(c3ccc(C)cc3)C2)cc1
18	i	1.2	O=C(O)c1cccc(NS(=O)(=O)c2ccc3c4c(cccc24)C(=O)N3)c1
20	i	0.3	COc1ccc(CN2C(=O)C(Cc3ccccc3)Nc3ncnc(N4CCCCC4)c32)cc1 (stereo not given)

# Grouped by structure: those above with bromine (4)
OX1R antag	KCNQ2 inh	STK33 inh	Compound
1	i	1.3	CCOC(=O)c1c(NC(=O)c2ccc(Br)o2)sc2c1CCCC2
9	i	-1.2	N#Cc1cc(C(=O)c2cc(Br)ccc2O)cn(Cc2ccccc2)c1=O
24	i	-1.0	C/C(CC(=O)NCc1ccc(Cl)cc1)=N\NC(=O)COc1ccc(C)cc1Br
12	i	-3.4	CCOc1ccc(Br)cc1/C(C)=N\NC1=NCCN1

# Continuation:
OX1R antag	KCNQ2 inh	STK33 inh	Compound
3	i	-0.9	Cc1ccc(NC(=O)COC(=O)[C@H](C)NC(N)=O)c(C)c1
23	i	0.1	CN(CC(=O)NCCc1ccccc1)Cc1ccco1
1	i	-0.2	CCN(Cc1ccccc1)C(=O)C1CCN(S(=O)(=O)c2ccc3c(c2)OCCO3)CC1
4	i	-0.4	CC(C)NC(=O)NC(=O)COC(=O)c1ccc(OC(F)(F)F)cc1
1	.	-0.5	CCOC(=O)c1c(NC(=O)COC(=O)/C=C/c2ccccc2)sc(C(=O)NC)c1C
26	i	-1.8	COc1ccc(N=Cc2sc(O)c3ccccc23)cc1
20	i	0.0	COc1ccccc1NC(=O)c1ccc(Br)c(S(=O)(=O)N2CCCC2)c1
-3	i	0.2	O=C1CSC(=S)N1/N=C/c1ccc(C(F)(F)F)cc1
16	.	-1.8	O=C1c2ccccc2NC(c2ccc(-c3cccc(F)c3)o2)N1O (stereo not given)
29	i	-0.9	COc1ccc(Nc2oc(-c3ccccc3Cl)nc2C#N)cc1
15	i	-0.8	Cc1ccc(-c2nnn(CC(=O)N(Cc3cccs3)C(C(=O)NCC3CCCO3)c3ccco3)n2)o1 (stereo not given)
10	i	-0.1	Cc1ccc(C2=NCCn3c2c2ccc(C(F)(F)F)cc2[n+]3[O-])cc1
10	i	-0.7	CCN(C(=O)COC(=O)c1c2c(nc3ccccc13)/C(=C/c1ccccc1)CC(C)C2)C1CCS(=O)(=O)C1 (stereo not given)
18	i	.	Cc1cc2oc(=O)cc(CN3CCC(C)CC3)c2c(C)c1Cl
15	i	-1.6	Cc1ccc(Cn2c(=O)c3cccnc3n(CC(=O)Nc3cccc(C(F)(F)F)c3)c2=O)cc1
13	i	0.1	C/C(=N\NC(=O)CCc1c[nH]c2ccccc12)c1cccc([N+](=O)[O-])c1
.	i	-0.4	COc1ccc(Cc2nnc(NC(=O)c3ccccc3)s2)cc1OC
10	i	-1.9	CC(=O)Nc1ccc(/C=N/NC(=O)CNC(=O)c2ccccc2)cc1
3	.	-0.4	O=C(Nc1ncn[nH]1)c1cccc(F)c1
15	i	0.8	CC1(C)Cc2c(C#N)c(OCC(=O)c3ccccc3)nc(-c3ccoc3)c2CO1
17	i	-0.4	COc1ccc(-c2[nH]ncc2CN(CCO)Cc2cccs2)c(F)c1
9	i	-1.6	COCCn1cnc2c1c(=O)n(CC(=O)OCC(=O)NCCCc1ccccc1)c(=O)n2Cc1ccccc1
25	i	1.2	CC1(C)CC(=O)C(C=Nc2ccc(Cl)cn2)=C(O)C1
17	i	-0.1	COc1ccccc1N(CC(=O)NCc1ccccc1)C(=O)CCC(=O)Nc1ccccn1
7	i	0.5	COc1ccc(CC(=O)OCC(=O)Nc2ccc(Br)cc2)cc1
6	i	-0.2	Cc1nc2c(C(=O)NCc3ccc(F)cc3)c[nH]n2c(=O)c1Cl
2	i	0.1	O=C(c1ccc2c(c1)OCO2)C1CCCN(Cc2cn[nH]c2-c2ccccc2)C1 (stereo not given)
33	i	-0.9	O=c1[nH]n(-c2cccc3cccnc23)c(=O)c2ccccc12
14	i	0.0	Cc1ccc(CO/N=C\Cc2snc(Sc3ncc(C(F)(F)F)cc3Cl)c2C#N)cc1
5	i	-0.6	COC(=O)c1ccc(C(=O)N2CCCC(N3CCN(c4ccc(F)cc4)CC3)C2)nc1 (stereo not given)
6	i	-1.7	CCN(CCn1cccn1)Cc1nc(Cc2cccc(F)c2)no1
-4	i	-2.1	CCCCNC(=O)COCc1cc(-c2ccc3c(c2)OCO3)on1
6	i	1.2	COC(=O)CNC(c1ccccc1Cl)c1cc(Br)ccc1NC(=O)CCN1CCOCC1 (stereo not given)
13	i	-5.2	CCCn1c(N)c(N(CCOC)C(=O)/C=C/c2ccc(C(=O)OC)cc2)c(=O)[nH]c1=O
11	i	-0.6	Cc1oc2ccc(O)cc2c1C(=O)c1ccc(F)cc1
10	i	-2.2	O=C1C2C(C(=O)N1/N=C/c1cc([N+](=O)[O-])ccc1O)C1C=CC2C12CC2 (stereo not given)
21	i	1.9	Cc1ccc(CNc2nc(N)c([N+](=O)[O-])c(NCCO)n2)cc1
14	i	1.5	Cc1cc(C)c2cc(CN(CC3CCCO3)C(=S)NCc3ccco3)c(=O)[nH]c2c1 (stereo not given)
-1	i	-1.5	Cc1cc(N2CC(C(=O)Nc3nccs3)CC2=O)ccc1C(C)C (stereo not given)
18	i	-1.8	CCN(CC)C(=O)CSc1nnc(-c2ccc(S(=O)(=O)NCc3ccccc3Cl)cc2)o1
6	i	-0.9	COc1ccccc1NC(=O)c1ccc2snnc2c1
21	i	0.2	COc1ccc(NC(=O)CN2C(=O)CSC2=O)cc1
.	i	0.0	CCCOc1ccc(C2CC(=O)Nc3cc(OC)c(OC)cc32)cc1 (stereo not given)
1	.	-1.1	O=C(COC(=O)Cc1c(Cl)cccc1Cl)NC1CCCC1
22	i	-0.7	Cc1cccc(N(CC(=O)N/N=C/c2ccc(OCC(=O)NCc3ccco3)cc2)S(C)(=O)=O)c1C
14	i	-3.0	O=C(c1cccc(S(=O)(=O)N2CCCCCC2)c1)N1CCN(c2ccccc2)CC1
5	i	-0.5	COc1ccc(/C=C2\N=C(c3ccc(C)cc3)OC2=O)cc1
28	i	0.3	Cc1cccc(-c2noc(CCC(=O)Nc3ccccc3)n2)c1
3	i	0.4	CC(C)CC(CO)N1CCN(C(=O)c2ccc(Cl)cc2Cl)CCC1=O (stereo not given)
17	i	-1.3	CC1=NOC(=O)/C1=C/c1ccc(N(C)C)cc1
54	i	4.8	Cc1nc(-c2cnn(-c3ccccc3)c2)c2cc(C)oc2n1
5	i	-1.2	C/C=C/C=C/[C@H]1Cc2cc(O)cc(O)c2O1
18	i	-0.5	Clc1ccc(OCc2nc(-c3ccncc3)no2)c(Cl)c1
10	i	2.4	COC(=O)c1sccc1S(=O)(=O)N1CCCC(N(C)CCc2ccccn2)C1 (stereo not given)

# Shown with values under each structure: 6 of the compounds above.
# Values run as follows: OX1R antag, KCNQ2 inh, STK33 inh
Cc1cccc(N(CC(=O)N/N=C/c2ccc(OCC(=O)NCc3ccco3)cc2)S(C)(=O)=O)c1C
  22, i, -0.7
O=C(c1cccc(S(=O)(=O)N2CCCCCC2)c1)N1CCN(c2ccccc2)CC1
  14, i, -3.0
COc1ccc(/C=C2\N=C(c3ccc(C)cc3)OC2=O)cc1
  5, i, -0.5
Cc1cccc(-c2noc(CCC(=O)Nc3ccccc3)n2)c1
  28, i, 0.3
CC(C)CC(CO)N1CCN(C(=O)c2ccc(Cl)cc2Cl)CCC1=O (stereo not given)
  3, i, 0.4
CC1=NOC(=O)/C1=C/c1ccc(N(C)C)cc1
  17, i, -1.3
